APJ antag: antagonists of human APJ apelin receptor. P35414. CHO-K1 APJ beta-arrestin complementation, luminescence. inhibition, % at 20 µM. 0.32% of 330,000 active;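 active means inhibition above about 40% at 20 µM, limit read from the data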;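 further: cells challenged with 10 nM apelin-13 agonist together with compound; plate controls were apelin-13 plus DMSO wells for no effect and DMSO wells lacking apelin-13 for full effect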
Target sequence (P35414 whole entry, looked up): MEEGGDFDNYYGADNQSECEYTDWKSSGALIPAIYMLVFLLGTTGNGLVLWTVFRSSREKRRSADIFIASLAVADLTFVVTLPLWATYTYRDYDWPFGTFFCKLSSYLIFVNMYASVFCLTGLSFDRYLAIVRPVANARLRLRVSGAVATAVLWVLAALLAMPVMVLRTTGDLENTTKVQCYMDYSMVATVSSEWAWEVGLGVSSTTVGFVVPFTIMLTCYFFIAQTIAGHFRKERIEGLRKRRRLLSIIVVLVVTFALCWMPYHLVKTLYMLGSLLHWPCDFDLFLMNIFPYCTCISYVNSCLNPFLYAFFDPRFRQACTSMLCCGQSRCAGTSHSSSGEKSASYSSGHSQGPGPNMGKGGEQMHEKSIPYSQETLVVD
tim23-1 inh: growth inhibitors of tim23-1 mutant yeast; 1.3% of 330,000 active; inhibition, % at 20 µM; S. cerevisiae tim23-1 growth, BacTiter-Glo luminescence, 24 h;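 active means growth inhibition of the mutant yeast at or above 50%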;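 further: temperature-sensitive mutant grown at 25 °C; plate controls were DMSO-treated mutant yeast for no effect and medium wells lacking yeast for full effect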
CXCR6 inh: inhibitors of human CXCR6 receptor. AID 602244. inhibition, % at 20 µM. 0.36% of 360,000 active. O00574. CHO-K1 PathHunter CXCR6 beta-arrestin, luminescence; in the data active means inhibition above about 34%, passing the limit was not always enough;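 further: antagonist mode with CXCL16 agonist at 10 nM final; 0% = 10 nM CXCL16 with DMSO and 100% = unstimulated wells without agonist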
Target sequence (O00574 whole entry, looked up): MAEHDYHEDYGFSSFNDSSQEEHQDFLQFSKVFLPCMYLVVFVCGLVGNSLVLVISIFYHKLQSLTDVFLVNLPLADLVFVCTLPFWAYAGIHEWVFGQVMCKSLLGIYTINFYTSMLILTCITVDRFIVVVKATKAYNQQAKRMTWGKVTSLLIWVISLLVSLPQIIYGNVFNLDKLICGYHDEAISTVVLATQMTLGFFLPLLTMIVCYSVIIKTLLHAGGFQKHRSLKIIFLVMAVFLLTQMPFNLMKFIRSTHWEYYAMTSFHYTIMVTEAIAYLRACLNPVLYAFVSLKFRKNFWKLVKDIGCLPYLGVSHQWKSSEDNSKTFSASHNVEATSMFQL
CHOP UPR activ: activators of apoptotic arm of unfolded protein response (CHOP). CHO-CHOP luciferase reporter, UPR activation, luminescence; percent of tunicamycin response over DMSO baseline. activation, % at 10 µM. 0.34% of 330,000 active. AID 449763;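 active means at 10 µM dose, activation of 40% or more, normalized to positive control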;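 further: 100% = tunicamycin at 10 µg/mL and 0% = DMSO alone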
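Test system: CHO-CHOP cells, stable luciferase reporter of PERK-eIF2a-CHOP signalling | Quantity: 500 CHO-CHOP cells per well | Buffer or medium: F12 plus 10% serum | Compound dosing: 10 µM single point, 0.5% DMSO | Schedule: 6 h compound treatment, 37 °C | Signal: Luciferase luminescence | Control set: Tunicamycin high control, DMSO low control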
XBP1 UPR activ: activators of adaptive arm of unfolded protein response (XBP1); activation, % at 20 µM; 0.33% of 330,000 active; CHO-XBP1 luciferase reporter, IRE1-XBP1 UPR activation, luminescence; percent of tunicamycin response, DMSO as zero;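 active means versus positive control, 20 µM dose yields 30% or more activation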;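 further: 100% = tunicamycin at 10 µg/mL and 0% = DMSO only wells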
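Signal: luciferase luminescence; Assay system: CHO-XBP1 luciferase reporter cells; Amount: one thousand reporter cells per well; Dosing: 20 µM single concentration, DMSO 1%; Benchmarks: high control tunicamycin 10 µg/mL final, low control DMSO vehicle only; Schedule: 6 h compound exposure at 37 °C, 5% CO2; Evaluation: percent activation relative to tunicamycin reference.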
APJ ag: APJ receptor agonism | activation, % at 20 µM | P35414 | 0.11% of 330,000 active | CHO-K1 APJ PathHunter beta-arrestin, luminescence; 0% DMSO wells, 100% apelin;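 active means activation more than six SD over the plate average, tested at 20 µM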;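 further: 0% = DMSO alone and 100% = apelin-13 at 10 nM; some results filed as inactive read as strong as hits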
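Assay system: CHO-K1 APJ beta-arrestin complementation cell line / Compound: single test compound dose, 20 µM final, 1% DMSO / Times: overnight seeding, 90 min compound at 25 °C, 1 h detection / Technique: beta-gal luminescence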
tim10-1 inh: inhibits growth of tim10-1 mutant yeast. 2.2% of 330,000 active. S. cerevisiae tim10-1 ts strain growth, BacTiter-Glo, 24 h. inhibition, % at 20 µM;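 active means inhibition of at least 40%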;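 further: mutant grown at 25 °C; 0% = DMSO wells with yeast and 100% = wells holding no yeast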
Mdm2-MdmX inh: human Mdm2/MdmX binding inhibition; SaOS-2 split-luciferase Mdm2/MdmX complementation, luminescence; inhibition, % at 8 µM; O15151+Q00987; 3% of 330,000 active;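 active means inhibition of at least 50% at 8 µM in the primary screen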
TIM10 inh: inhibits growth of TIM10 yeast strain; S. cerevisiae TIM10 strain growth, BacTiter-Glo luminescence, 24 h; inhibition, % at 10 µM; 1.4% of 330,000 active;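 active means inhibition of 40% or more at the single tested concentration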;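 further: wild-type TIM10 isogenic control strain grown at permissive 25 °C; 0% = DMSO yeast wells and 100% = minimal medium wells without yeast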
Starred values were filed as active, the others as inactive; & = joins results of further samples.

SMILES	APJ antag	tim23-1 inh	CXCR6 inh	CHOP UPR activ	XBP1 UPR activ	APJ ag	tim10-1 inh	Mdm2-MdmX inh	TIM10 inh
CCOC(=O)c1[nH]cnc1C(=O)Nc1ccc(F)cc1	-10.7	9.8	-4.4	0.7	2.3	-1.3	13.9	-23.4	35.4
COc1ccc(CN2CCN(S(=O)(=O)c3ccc(NC(C)=O)cc3)CC2)cc1OC	11.2	16.6	-8.2	-1.0	-3.7	-0.3	20.8	13.7	15.0
CCOc1ccccc1OCCC(=O)N1CCN(S(=O)(=O)c2ccccc2[N+](=O)[O-])CC1	6.0	21.8	0.2	0.5	-1.0	-4.1	11.6	62.0*	3.1
Cc1nn(-c2ccccc2)c(Cl)c1/C=N/NC(=O)c1ccco1	1.8	3.5	-11.4	3.1	8.4	1.1	-1.9	-22.5	-16.7
O=C(COC(=O)Cn1cnc2ccccc21)Nc1ccccc1C(F)(F)F	6.9	-6.4	-1.9	0.3	-1.8	-2.4	-6.7	9.4	-13.7
O=C(N/N=C1\CCc2ccccc21)c1ccccc1O	-0.4	-2.8	2.3	-4.8	-9.4	-2.9	6.2	-36.3	-4.9
O=C(NNC1CC(=O)N(c2ccccc2)C1=O)c1cccnc1 (stereo unspecified)	-10.7	15.5	-3.5	0.8	-1.4	-0.6	-2.2	14.4	6.0
CC(=O)c1ccc(OCC(O)COc2ccc(C(C)=O)cc2)cc1	9.7	0.6	-1.0	-1.9	-2.6	1.8	-9.0	14.4	5.0
Clc1cccc(-c2nc(NCCCN3CCOCC3)c3ccccc3n2)c1	0.4	25.2	-5.2	0.3	-1.6	-1.2	8.9	8.9	28.7
CCn1cc(C(=O)N[C@H](C(=O)NCCO)C(C)C)c(=O)c2cc3c(cc21)OCO3	13.5	7.5	7.8	-1.9	-3.9	-1.1	-7.3	12.5	7.2
CC1=C(CC[C@@H](C)CO)OC2CC3C4CCC5CC(O)CCC5(C)C4CC(=O)C3(C)C12 (stereo partly specified)	-33.1	1.2	-2.2	2.0	-3.2	2.4	4.3	44.9	-25.5
CCC1(C)N(O)C(C)(C)C(c2ccc(F)cc2)=[N+]1[O-] (stereo unspecified)	12.2	5.1	2.0	-1.2	-1.8	5.4	-4.1	-20.7	1.7
NC(=O)C1CCN(c2ccc(C(F)(F)F)cn2)CC1	-3.8	7.0	-11.4	2.0	-1.9	-4.3	5.2	0.6	-17.0
COc1ccccc1CCC(=O)OCC(=O)NC1CC1	-27.9	-10.3	-1.0	-1.0	1.5	-3.6	-23.7	-11.2	-4.4
CCOC(=O)C1(Cc2ccc(OC)cc2)CCN(C(=O)c2cccc3nccnc23)CC1	12.0	10.7	-7.7	2.3	1.9	-2.6	11.1	3.3	4.2
Cc1csc2ncc(C(=O)N3CCc4ccccc43)c(=O)n12	10.0	17.6	4.3	-1.7	-2.2	-0.8	8.6	32.3	-3.8
Cc1ccc(C(=O)Nc2ccc3c(c2)OCO3)cc1Cl	-10.0	7.9	-10.5	5.3	-3.3	3.4	-2.4	-140.2	15.5
Cn1c(=O)c(C(=O)CN2CCN(Cc3ccc4c(c3)OCO4)CC2)c(N)n(Cc2ccccc2)c1=O	4.8	12.1	5.4	2.8	-2.5	-3.4	16.9	27.3	-2.6
Cc1ccccc1CN1CCCNC1=O	12.5	-10.9	-1.9	1.0	-0.7	-4.1	17.3	-13.1	8.9
COc1ccc(CN2CCN(S(=O)(=O)c3ccc(C)cc3)CC2)cc1OC	1.9	0.7	1.2	0.9	0.6	0.2	-3.2	-16.7	6.7
O=C(CCCCl)NC(=S)Nc1cc(C(F)(F)F)ccc1N1CCOCC1	-1.7	48.0	-0.9	-0.3	1.2	0.3	53.5*	-8.6	57.5*
COc1cc(C2/C(=C(\O)c3ccc4c(c3)OCCO4)C(=O)C(=O)N2Cc2ccccc2)ccc1O (stereo unspecified)	-26.6	0.8	-25.1	4.3	-2.6	-0.8	7.2	7.9	5.6
COc1cc(C2c3[nH]c4ccccc4c3C[C@@H]3C(=O)N(Cc4ccco4)CC(=O)N23)cc(OC)c1OC (stereo partly specified)	-15.7	16.6	-8.1	0.5	-4.3	-2.9	-2.1	5.5	13.9
Cn1c(CCN2CCN(c3ccccn3)CC2)nc2cc(NS(=O)(=O)c3ccccc3)ccc21	1.2	-16.3	-3.6	0.5	-1.7	-5.3	-6.7	23.2	19.5
CCN(CC)S(=O)(=O)c1cccc(NC(=O)CCNC(=O)c2ccc([N+](=O)[O-])cc2)c1	-11.4	-3.5	-2.8	0.5	-1.9	2.9	7.1	-9.7	0.8
COc1cc(/C=N/NC(=O)c2ccc(NS(=O)(=O)c3cccs3)cc2)cc(OC)c1O	-6.4	2.1	-8.6	-1.8	-0.7	1.6	-5.5	-29.3	10.7
Cc1c(C(=O)NCC2CCCO2)sc2nc(-c3ccccc3)cn12 (stereo unspecified)	17.5	10.9	-9.2	5.7	3.0	0.1	13.2	-25.2	1.4
O=C(Nc1ccccc1C(=O)N1CCCC1)c1cccc(S(=O)(=O)N2CCCCC2)c1	14.6	14.8	8.6	-4.6	-2.0	-3.2	15.6	-9.0	8.7
CN(C)CCNc1oc(-c2ccccc2F)nc1C#N	-47.0	-7.7	1.5	-2.2	-1.2	-2.7	-18.1	-29.1	0.6
CCN1C(=O)N[C@@H](c2ccc(Br)cc2)C(C(C)=O)=C1C	3.2	18.6	2.8	2.6	-1.4	2.7	5.9	16.2	-7.4
Cc1ccc(C)c(OCc2nc3ccc(S(=O)(=O)Nc4c(C)n(C)n(-c5ccccc5)c4=O)cc3[nH]2)c1	-2.8	19.5	-2.6	1.0	1.2	-0.6	-3.6	2.3	4.9
CC(C)(C)c1[nH]ncc1[N+](=O)[O-]	14.7	10.4	-2.1	-1.9	-2.2	-4.8	12.3	14.5	-8.1
CCOc1cc(C2NC(=O)N(C)C(C)=C2[N+](=O)[O-])ccc1OC(C)=O (stereo unspecified)	-2.1	11.9	-6.3	-0.1	0.4	-0.5	18.0	-23.0	14.6
CCCCn1c(N)c(NCCC)c(=O)[nH]c1=O	8.3	10.7	-2.6	0.4	-1.2	-0.1	-35.2	4.2	-35.9
Cc1nc2ccc3[nH]snc3c2n1	15.3	9.8	-2.0	-2.7	-0.8	-3.2	9.3	29.7	-5.9
CC(CCc1ccccc1)NC(=O)CCC(=O)N1CCC(C(=O)O)CC1 (stereo unspecified)	8.1	8.4	-18.0	2.9	-1.8	-1.2	1.9	6.0	-6.7
O=C(O)Cn1cc(CN2CCOCC2)c2ccccc21	7.1	0.8	2.3	-1.0	-6.4	-3.4	7.9	-8.6	-8.7
Cc1ccc(NC(=O)/C(=C/c2cccs2)NC(=O)c2ccco2)cc1	0.4	-1.1	-1.2	0.8	-2.6	-1.1	18.8	3.3	1.1
CCOc1ccc2nc(SCc3cccc(C)c3)nc(C)c2c1	0.3	16.9	-6.2	3.5	3.3	1.4	5.8	-31.2	2.7
COc1ccc(-n2nnnc2CNC(=O)c2ccc3c(c2)OCO3)cc1	-0.6	-17.1	-1.2	-0.7	5.8	-3.7	-8.3	31.3	3.2
CC(=O)c1ccc(OCC(O)CN2CCN(Cc3ccc4c(c3)OCO4)CC2)cc1 (stereo unspecified)	-9.3	-1.8	-4.3&0.5	1.5	-1.8	-2.1	-9.2	-3.9	0.1
O=C1N=C(N2CCOCC2)S/C1=C/c1cccs1	-7.1	-4.8	-0.2	5.4	3.4	-3.5	2.8	-6.3	-2.8
COc1ccc(C2CC(=O)c3cnc(NC(=O)c4cc(OC)cc(OC)c4)nc3C2)cc1 (stereo unspecified)	17.2	22.4	13.1	3.0	-2.9	2.1	2.5	15.9	5.7
CC(C)CCN1CCN(Cc2cc(F)ccc2-n2cccn2)CC1CCO (stereo unspecified)	8.0	-4.8	6.8	1.4	3.6	-1.6	14.7	-38.0	6.2
Cc1ccc(S(=O)(=O)N2CCOCC2)cc1NC(=O)COC(=O)c1ccc(Br)cc1	2.2	18.5	1.4	-1.6	1.1	1.3	15.8	-1.8	2.7
CC(=O)C1=C(O)C(=O)N(c2ccc(F)cc2)C1c1ccc(C)cc1 (stereo unspecified)	10.3	3.8	4.4	4.3	-3.9	-1.6	11.2	23.7	-4.0
Cc1cc(-c2ccc(S(=O)(=O)N3CCN(c4ccccc4F)CC3)s2)on1	-38.4	6.9	-3.8	2.5	-4.2	5.8	12.6	-4.9	2.9
Cn1c(-c2ccccc2)cnc1NCc1ccc(-c2ccccc2)cc1	9.1	-12.0	-7.0	-1.0	1.5	-2.6	18.2	28.4	-90.3
CCc1c(C)nc2cc(-c3cccc(Br)c3)[nH]n2c1=O	2.6	0.7	-22.3	5.2	-0.4	2.4	-20.3	-83.4	-7.2
CCCOC(=O)c1ccc(O)c(OC)c1	-14.8	2.0	2.8	-0.5	-1.8	-3.2	15.8	-16.1	13.1
O=C(CCc1nnc(-c2ccccc2)o1)NCc1cc(F)ccc1F	-1.1	6.5	0.6	16.1	2.8	0.0	5.9	-13.7	2.5
CCC1SC2=NCCN2C1(O)c1ccc(Cl)cc1 (stereo unspecified)	11.6	1.8	4.7	0.8	3.2	-5.1	-43.6	-24.5	-95.4
COc1ccc(CCNc2ncnc3c2[nH]c2cc(OC)c(OC)cc23)cc1OC	-8.8	3.8	-0.9	0.5	2.9	7.5	9.5	36.3	9.4
O=C(Cc1ccc(-n2c(=O)c3sccc3n(CC(=O)Nc3ccccc3)c2=O)cc1)NCc1ccco1	-13.3	-4.9	0.4	-0.6	0.0	-2.7	8.6	34.9	15.0
c1ccc(CSc2nc3ncncc3[nH]2)cc1	16.2	17.2	-4.1	1.8	-2.4	0.4	6.0	-2.0	2.8
COc1cc(C(=O)NCCCNC(=O)c2cc(OC)c(OC)c(OC)c2)cc(OC)c1OC	9.9	-6.0	1.1	-1.9	-0.6	-1.1	-21.1	8.0	-10.8
Cc1cccc(-c2nc(CS(=O)CC(=O)N3CCN(C)CC3)c(C)o2)c1 (stereo unspecified)	16.3	-3.2	-1.4	0.5	-1.6	-2.3	-10.1	21.1	-1.0
CCCCOC(=O)C1=C(C)Nc2ncnn2C1c1cccc(OC)c1OC (stereo unspecified)	-14.7	19.9	0.7	-1.9	0.8	-4.1	28.2	3.3	26.8

Two compounds from above, showing only tim10-1 inh, APJ ag and TIM10 inh:
Structure	tim10-1 inh	APJ ag	TIM10 inh
CCc1c(C)nc2cc(-c3cccc(Br)c3)[nH]n2c1=O	-20.3	2.4	-7.2
CC(C)CCN1CCN(Cc2cc(F)ccc2-n2cccn2)CC1CCO (stereo unspecified)	14.7	-1.6	6.2

Bioassay records from PubChem.

Only part of the results is shown; the hit share may differ from the screen's.
